Bioassay records (PubChem BioAssay)
HT1080 IDH1KD tx – qHTS for induction of synthetic lethality in tumor cells producing 2HG: qHTS for the HT-1080-IDH1KD cell line; HT-1080 IDH1 knockdown viability, ATP luminescence, 48 h; AID 686971, 2013; Potency, µM (top dose mostly 46.1 µM), without a hit: top-dose activity, negative = toxicity, actives largely listed as cytotoxic; 360,000 tested, 2% active;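 note: 0% = DMSO wells and -100% = cell-free medium wells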
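Assay cells: HT-1080 with IDH1 knockdown, 750 per well, RPMI/5% FBS. Exposure: 48 h at 37 °C following 2 h pre-incubation. Read: CellTiter-Glo luminescence; fitted concentration-response, curve class assigned.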
HT1080-NT tox – qHTS for induction of synthetic lethality in tumor cells producing 2HG: qHTS for the HT-1080-NT fibrosarcoma cell line. HT-1080-NT fibrosarcoma viability, CellTiter-Glo ATP luminescence, 48 h. Potency, µM (titrated, usually from 46.1 µM), inactives show top-dose activity, negative = less viability, usual class: cytotoxic. 360,000 tested, 1.6% active. AID 686970, 2013;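 note: NT is the 2HG producing partner of a matched IDH1 knockdown line; 0% = DMSO-treated cells and -100% = media-only wells without cells; nearly all actives have a fitted effect of over 55% in size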
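Luminescent CellTiter-Glo readout after 48 hours of compound exposure at 37 degrees C defined viability of HT-1080-NT cells. Activity was normalized to DMSO wells and cell-free media wells; concentration-response curves were fitted and assigned curve classes.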
HEK293 tox – qHTS of GLP-1 Receptor Inverse Agonists: Cytotox Screen; AID 624418, 2012; HEK293 cAMP-luciferase reporter cells, luminescence, 24 h; 410,000 tested, 0.13% active; Potency, µM (titrated, usually from 38.3 µM), for the others: at the highest dose activity change, negative = inhibition, hits mostly inhibitors;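 note: loss of luciferase light is scored as toxicity; % is set by controls: 0 for no effect and ±100 for the full control effect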
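To flag toxic compounds, the library was rerun on cells for 24 hr at 37 deg C and 5% CO2. Viability-linked luminescence was captured 12 min after adding luciferase detection reagent.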
GLP-1R agonist – qHTS of GLP-1 Receptor Agonists; Glucagon-like peptide 1 receptor (Homo sapiens), P43220; HEK293 GLP-1R CRE-luciferase, luminescence, 4-6 h; cells express a hypersensitive GLP-1R form; Potency, µM (doses to about 45.6 µM), inactives show at the highest dose activation, most hits filed as activators; 380,000 tested, 0.007% active; note: % of control where 0% means no effect
Target sequence (P43220 whole entry, looked up): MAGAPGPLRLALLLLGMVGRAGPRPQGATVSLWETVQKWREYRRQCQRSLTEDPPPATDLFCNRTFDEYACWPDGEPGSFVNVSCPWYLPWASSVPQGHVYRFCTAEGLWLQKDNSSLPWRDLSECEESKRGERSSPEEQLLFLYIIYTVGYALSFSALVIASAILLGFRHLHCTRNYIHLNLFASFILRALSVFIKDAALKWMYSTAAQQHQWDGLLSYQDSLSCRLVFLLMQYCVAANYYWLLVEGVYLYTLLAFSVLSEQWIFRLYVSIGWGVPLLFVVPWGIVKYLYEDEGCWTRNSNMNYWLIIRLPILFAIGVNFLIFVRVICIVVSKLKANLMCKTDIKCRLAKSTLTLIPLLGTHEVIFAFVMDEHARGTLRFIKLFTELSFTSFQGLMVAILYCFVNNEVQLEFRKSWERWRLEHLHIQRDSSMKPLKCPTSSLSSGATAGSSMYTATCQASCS
TDP-43 yeast inh – qHTS of TDP-43 Inhibitors. TDP-43 expressing yeast growth rescue, BacTiter-Glo, 24 h. 410,000 tested, 1.8% active. Potency, µM (series often up to 46.1 µM), for inactives: top-dose growth rescue (activation), most hits filed as activators; note: % of control where 0% means no effect; nearly all actives have a fitted effect of over 50% in size
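Readout is BacTiter-Glo luminescence of cell growth, so inhibitors register as activators. TDP-43-expressing yeast at OD600=0.02 in galactose medium, after raffinose pregrowth to mid-log, were incubated with compound for 24 hr at 30 deg C.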
GLP1R inv ag – qHTS of GLP-1 Receptor Inverse Agonists (Inhibition Mode). Glucagon-like peptide 1 receptor (Homo sapiens), P43220. HEK293 GLP-1R CRE-luciferase, luminescence, 24 h; GLP-1R form is constitutively active. Potency, µM (doses to about 38.3 µM), for the others: at the highest dose activity change, negative = inhibition, most hits filed as inhibitors. 410,000 tested, 1.6% active. AID 624417, 2012; note: % is set by controls: 0 for no effect and ±100 for the full control effect; nearly all actives have a fitted effect of over 55% in size
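Inverse agonism was detected as reduced cAMP-driven luciferase luminescence after 24 h compound treatment. The cells were HEK293 clones expressing constitutively active human GLP-1R with the reporter. Reporter-only and GPR119 cell lines served as counterscreen controls.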
KB-V1 MDR tox – qHTS assay for MDR1-selective chemotherapeutics: Primary screen using the drug-selected MDR subline cells KB-V1. Potency, µM (highest dose often 46.1 µM), for the others: at the highest dose activity change, negative = cytotoxicity, usual class: cytotoxic. KB-V1 MDR cells viability, CellTiter-Glo, 72 h. 400,000 tested, 3.4% active; note: % is set by controls: 0 for no effect and ±100 for the full control effect; nearly all actives have a fitted effect of over 60% in size
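In this primary screen, KB-V1 cells overexpressing P-gp are incubated with library compounds (lowest to highest concentration) for 72 h at 37 degrees C before a luminescent ATP viability read.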
SW480 rereplic – A quantitative high throughput screen for small molecules that induce DNA re-replication in SW480 colon adenocarcinoma cells | SW480 DNA re-replication, Hoechst DNA content imaging, 48 h | Potency, µM (series often up to 46.1 µM), for inactives: top-dose re-replication activation, usual class: activators | 340,000 tested, 1.8% active; note: % of control where 0% means no effect; nearly all actives have a fitted effect of over 55% in size
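Image-based read-out: total Hoechst fluorescence of nuclei (405 nm excitation, 500-530 nm emission), with hits raising the fraction of high-intensity nuclei. SW480 colon cells incubated 48 hr with compounds at 37 C.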
KB-3-1 cytotox – qHTS assay for MDR1-selective chemotherapeutics: Primary screen using the parental adenocarcinoma cell KB-3-1 | KB-3-1 viability, CellTiter-Glo ATP luminescence, 72 h | Potency, µM (doses to about 46.1 µM), for the others: top-dose activity change, negative = cytotoxic, most hits filed as cytotoxic | 400,000 tested, 1.4% active; note: % is set by controls: 0 for no effect and ±100 for the full control effect; nearly all actives have a fitted effect of over 60% in size
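Luminescent ATP read-out (CellTiter-Glo) measures survival of drug-naive KB-3-1 cells after 72 h compound exposure at 37 °C. Titration series was screened from lowest to highest concentration, with DMSO vehicle plates as background controls.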
* = called active by the depositor; ? = inconclusive; / = not tested or not shown; [ ] = remark or other dose. Calls come from the whole dose curve; as a rule, active = well fitted curve in the direction sought with a large enough effect; inconclusive = small, poorly fitted or top-dose-only effect, or another doubt; inactive = no such curve, though single readings can be large; an effect the other way counts as inactive or inconclusive. Potency is the fitted concentration of half-maximal effect.

SMILES | HT1080 IDH1KD tx | HT1080-NT tox | HEK293 tox | GLP-1R agonist | TDP-43 yeast inh | GLP1R inv ag | KB-V1 MDR tox | SW480 rereplic | KB-3-1 cytotox
Cc1cccc(Cn2cc(/C=C/[N+](=O)[O-])c3ccccc32)c1 | 23µM* | ? | ? | -20% | 14µM* | -3% | -11% | ? | ?
CCN=C1NN=C(c2cc(C)n(Cc3ccco3)c2C)CS1 | -10% | -6% | -15% | -33%[inhibitor] | -18% | -53% | -16% | / | 13%
COC(=O)c1ccc(COC(=O)CCS(=O)(=O)c2ccc(C)cc2)cc1 | 21% | 29% | 12% | 2% | -9% | 31%[activator] | -1% | -2% | 2%
COc1ccc(/C=C2\SC(=S)N(CCC(=O)Nc3cccc(O)c3)C2=O)cc1 | ? | ? | -7% | -2% | 8% | 6% | -8% | -4% | -7%
CCOC(=O)C1=C(CN2CCc3ccccc32)NC(=O)NC1c1cccc([N+](=O)[O-])c1 (stereo not drawn) | ? | ? | ? | 0% | -28% | -8% | -10% | ? | 0%
CC1=Nn2c(nnc2-c2ccccc2Cl)SC1 | 6% | -2% | 2% | -6% | 12% | -3% | 5% | -5% | 5%
Cc1ccc(C(=O)NCC(=O)NCC(=O)OCC(=O)c2ccc(F)cc2)cc1 | 6% | 8% | 7% | -1% | 1% | 19% | ? | ? | 14%
O=C(CCCC(=O)c1ccccc1)NCCc1ccccc1F | 14% | -3% | 0% | 8% | ? | -14% | 6% | -7% | 0%
Cc1onc(-c2ccccc2)c1CNC(=O)C1COc2ccccc2O1 (stereo not drawn) | 5% | -4% | 15% | 10% | ? | 0% | ? | -46%[inhibitor] | 0%
CC(=O)N(c1cccc(Br)c1)c1nc(C)cc(C)c1C#N | -1% | 3% | 35%[activator] | 7% | 6% | 9% | -18% | -55%[inhibitor] | -3%
CCOc1ccc(CNC(=O)CCn2c(=O)oc3ccccc32)cc1 | 5% | -1% | 16% | 5% | -9% | 22% | 23µM* | 4% | 1%
CN1CCN(C(=O)c2ccc3c(c2)NC(=O)C(C)(C)O3)CC1 | 0% | 1% | -1% | -13% | 14% | -10% | -4% | -1% | 9%
Cc1ccccc1C(=O)NC(=O)Nc1ccc(-n2nc(C(F)(F)F)cc2C(F)(F)F)cc1 | / | / | 2% | 10% | 11% | -6% | 24% | / | 9%
CC(C)CNC(=O)COC(=O)c1ccccc1SCC(=O)NCC(C)C | 1% | 3% | 3% | 2% | 2% | -3% | 8% | -5% | 8%
Cn1c(Oc2cccc(Cl)c2)nc2c1c(=O)n(Cc1ccccc1Cl)c(=O)n2C | / | / | 3% | 0% | 7% | -7% | -6% | / | -2%
Nc1ccc(S(=O)(=O)c2ccc(N)nc2)cc1 | -2% | 10% | 13% | 7% | -1% | 41%[activator] | -3% | -3% | 2%
Cc1nc2c3cnn(-c4ccc(C)c(C)c4)c3ncn2n1 | 10% | 0% | -6% | 3% | 0% | 7% | 1% | 2% | ?
O=C(NCCc1c[nH]c2ccccc12)C1CCN(c2nnc(N3CCCC3=O)s2)CC1 | 0% | -3% | 7% | 7% | -1% | ? | 21% | -4% | 4%
C=CCN=c1scc(-c2ccco2)n1/N=C/c1ccc(O)c(O)c1O | -24% | ? | -13% | 18% | -7% | 22% | ? | ? | ?
COC(=O)c1ccc2c(=O)n(NC(C)=O)c(=S)[nH]c2c1 | -1% | 0%[9.24 µM] | -8% | -15% | -22% | -3% | 20% | 11% | 5%
CCCN(CC1CC1)C(=O)COC(=O)c1oc2ccc(OCC)cc2c1C | -7% | -8% | 0% | 1% | -24% | ? | 6% | -1% | -19%
CCOC(=O)C1CCCN(Cc2nc(Cc3ccccc3Cl)no2)C1 (stereo not drawn) | 0% | 7% | -14% | 18% | 20% | -6% | -2% | ? | 1%
CCOC(=O)c1c(NC(=O)CSc2nnc3c(n2)[nH]c2ccc(F)cc23)sc(C(C)=O)c1C | -18% | -13% | -22% | 1% | -5% | 0% | -1% | -15% | 3%
CC(C)C(NS(=O)(=O)c1ccccc1F)C(=O)OCC(=O)NCc1ccco1 (stereo not drawn) | 2% | 1% | -1% | -17% | 26% | 3% | 1% | -5% | 6%
Cc1ccc(OCCn2c(C)nc3ccccc32)cc1 | ? | -10% | -34% | 6% | 1% | ? | ? | 17% | ?
CN(C)c1ncc(S(=O)(=O)c2ccccc2)c(-c2ccccc2Cl)n1 | -25% | -15% | -18% | 8% | -16% | -20% | 18µM* | 1% | -25%
Cc1ccc(NC(=O)c2cc(Cl)ccc2[N+](=O)[O-])cc1C | 2% | 0% | -22% | 0% | 11% | ? | 12% | 0% | 3%
O=C(CSc1nnnn1-c1ccc2c(c1)OCO2)NCc1ccccc1 | 13µM* | ? | -16% | -1% | 0% | 0% | 12µM* | 16µM* | 7.3µM*
O=C(C1CCCO1)N1CCN(S(=O)(=O)c2ccccc2)CC1 (stereo not drawn) | -4% | ? | -5% | 0% | -14% | 4% | -21% | 5% | -1%
Cc1ccc2c(CC(=O)OCC(=O)N(CC(C)C)c3c(N)n(Cc4ccccc4)c(=O)[nH]c3=O)coc2c1 | -16% | ? | -15% | 2% | -7% | ? | 25% | 6.5µM* | 4%
CC(C)(C)OC(=O)N[C@@H](Cc1ccccc1)C(=O)NCC1CCC(C(=O)N[C@@H](CC(=O)O)C(=O)O)CC1 (stereo partly drawn) | -5% | -4% | 10% | 2% | 1% | -1% | 11% | -10% | -2%
CN(CCCNC(=O)c1ccccc1F)CCCNC(=O)c1ccccc1F | 5% | 8% | 3% | -3% | -6% | 3% | 11% | -4% | 2%
Cc1cc(C)c(OCC(O)CNC(C)(C)C)c(C)c1 (stereo not drawn) | -22% | -14% | 6% | 2% | 5% | ? | -1% | -3% | -3%
COc1cccc(CNCc2ccccn2)c1OC | 3%[9.24 µM] | -5% | 35%[activator] | 3% | -34%[inhibitor] | 9% | 5% | -4% | -15%
COc1ccccc1OCC(=O)NNc1c2ccccc2nc2ccccc12 | -10% | -10% | -31% | 2% | 15% | ? | ? | ? | -10%
Cc1c(OC(C)C(=O)NC(Cc2c[nH]c3ccc(O)cc23)C(=O)O)ccc2c1oc(=O)c1ccccc12 (stereo not drawn) | -2% | -3% | -1% | -3% | -8% | 8% | -4% | -8% | 0%
CC(=O)Nc1ccc(OCC(O)CN2CCN(c3ccccc3Cl)CC2)cc1 (stereo not drawn) | -19% | 0% | 11% | 0% | -9% | -44% | -8% | -1% | -6%
CCOC(=O)c1ccc2cccc(C)n2c1=O | 6% | 5% | 50%[activator] | 18% | 15% | 37%[activator] | 0% | -8% | -11%
Cc1ccc(F)cc1NC(=O)c1ccc2c(c1)OCO2 | -1% | 4% | 5% | -12% | -4% | 18% | 34% | -2% | 4%
N#Cc1c(-c2ccccc2Cl)cc(C2CC2)nc1N | 0% | 1% | -11% | 6% | 19% | 39%[activator] | 7% | -5% | 3%
CS(=O)(=O)c1ccc2nc(NC(=O)C3CC3)sc2c1 | 0% | 10% | 4% | 12% | 7% | 17% | 4% | -10% | 0%
O=C(O)CCC(=O)Nc1ccccc1N1CCOCC1 | 5% | 14% | -9% | -6% | 13% | 18% | 7% | 0% | -1%
CCOC(=O)C1CCN(C(=O)c2cc(C(C)(C)C)nn2Cc2ccccc2)CC1 | 4% | 5% | 3% | 13% | 13% | -27% | -22% | -5% | -4%
CCCn1ccc2c(OCC(=O)Nc3ccc(F)cc3F)cccc2c1=O | / | / | 3% | / | 22µM* | 15% | 16% | / | 6%
COc1ccccc1NC(=S)NCCc1ccc(Cl)cc1 | ? | -16% | 8% | 4% | 16µM* | 5µM* | -27% | ? | -9%
COc1ccc(-n2nc3c(c2NC(=O)c2cc(Br)ccc2Cl)CS(=O)C3)cc1 (stereo not drawn) | 2% | 2% | 2% | -3% | 16% | 5% | -1% | -6% | 7%
COc1ccc(N2C(=O)[C@@H]3C(c4cccnc4)=NO[C@@H]3C2=O)cc1 | -1% | -2% | 1% | -8% | 6% | 12% | 0% | ? | 2%
CC(C)Cc1nnc(NC(=O)CCC(=O)N2CCN(c3ccccc3)CC2)s1 | -2% | -1% | -12% | 4% | -7% | 12% | 0% | -4% | 0%
CCOC(=O)Cc1csc(NC(=O)COc2ccc(C)cc2)n1 | 4% | 6% | -12% | 5% | 11µM* | -14% | ? | -4% | 4%
Cc1ccnc(NC(=O)CCC(=O)N(CC(=O)NCc2ccccc2)Cc2ccco2)c1 | 10% | 7% | -10% | 2% | -7% | -3% | -8% | -9% | 6%
